# EPAC1 antagonist: EPAC1 (human) antagonism. O95398. EPAC1 GEF assay, Rap1b-BODIPY-GDP exchange fluorescence. Potency, µM (highest dose often 115 µM), inactives show at the top dose activity change, negative = inhibition, hits mostly inhibitors. 0.14% of 360,000 active. AID 720709;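 note: potency is the fitted concentration of half-maximal effect; plate controls were vehicle for no effect and positive control for full effect; nearly all actives have a fitted effect of over 50% in size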
# Target sequence (O95398 whole entry, looked up): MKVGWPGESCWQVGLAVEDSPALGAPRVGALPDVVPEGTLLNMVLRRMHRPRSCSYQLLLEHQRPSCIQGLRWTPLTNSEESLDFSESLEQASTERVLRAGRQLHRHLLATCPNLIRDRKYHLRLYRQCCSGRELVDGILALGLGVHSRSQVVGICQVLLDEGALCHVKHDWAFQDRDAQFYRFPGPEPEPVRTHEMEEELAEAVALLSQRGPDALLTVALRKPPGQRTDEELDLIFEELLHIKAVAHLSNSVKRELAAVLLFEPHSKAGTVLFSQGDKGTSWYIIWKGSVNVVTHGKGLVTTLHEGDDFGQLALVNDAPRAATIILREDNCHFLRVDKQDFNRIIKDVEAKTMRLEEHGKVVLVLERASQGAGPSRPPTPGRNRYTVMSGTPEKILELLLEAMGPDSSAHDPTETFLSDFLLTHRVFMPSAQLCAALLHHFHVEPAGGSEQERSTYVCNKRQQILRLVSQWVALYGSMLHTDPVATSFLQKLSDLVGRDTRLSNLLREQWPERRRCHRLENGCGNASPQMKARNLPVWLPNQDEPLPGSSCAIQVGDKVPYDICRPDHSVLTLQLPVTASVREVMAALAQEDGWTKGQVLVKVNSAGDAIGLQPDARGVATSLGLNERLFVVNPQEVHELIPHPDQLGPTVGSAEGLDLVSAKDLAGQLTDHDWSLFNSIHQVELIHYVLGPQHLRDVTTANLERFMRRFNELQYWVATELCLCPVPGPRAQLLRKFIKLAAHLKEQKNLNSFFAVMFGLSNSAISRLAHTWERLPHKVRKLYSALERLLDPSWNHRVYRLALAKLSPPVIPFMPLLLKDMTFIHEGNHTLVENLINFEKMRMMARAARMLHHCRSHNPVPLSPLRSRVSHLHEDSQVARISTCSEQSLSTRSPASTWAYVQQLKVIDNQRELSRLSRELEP
# FUS yeast rescue: suppressors of FUS proteinopathy in yeast; S. cerevisiae FUS-expressing, growth rescue, OD600, 24 h; Potency, µM (doses to about 76.6 µM), inactives show top-dose growth rescue (activation), most hits filed as activators; 0.24% of 390,000 active; AID 1347120;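 note: potency is the fitted concentration of half-maximal effect; plate controls were DMSO vehicle for no effect and reference control for full effect; nearly all actives have a fitted effect of over 55% in size; some results filed as inactive show a strong effect at the top dose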
#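 Galactose (2%) drives FUS expression in yeast precultured in raffinose; seeding density OD 0.005. Test compounds incubated 24hr at 30C and 99% humidity before absorbance at 600 nm was measured.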
# WRN inhibitor: WRN helicase (human) inhibition; Potency, µM (titrated, usually from 114 µM), for inactives: at the highest dose activity change, negative = inhibition, actives largely listed as inhibitors; AID 651768; 0.46% of 360,000 active; WRN helicase unwinding, fluorescent forked duplex, kinetic; Q14191; note: potency is the fitted concentration of half-maximal effect; % is set by controls: 0 for no effect and ±100 for the full control effect; nearly all actives have a fitted effect of over 55% in size
#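 Screening of the MLSMR collection measured strand separation of a quenched forked DNA duplex (100 nM) by 20 nM WRN with 2 mM ATP, all final. Compounds were preincubated with enzyme 15 min at room temperature.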
# IL2 activator: IL-2 activation | 0.065% of 360,000 active | AID 652025 | activation, % (series mostly up to about 46 µM) | IL-2 activation reporter assay, cell-based qHTS; stimulated with anti-CD3/CD4/CD28 beads; in transgenic mouse T cells; in the data active = activation above about 50%; inconclusive = mostly about 30% to 49%; note: 0% is about no effect
#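 Unstimulated transgenic mouse T cells preincubated 60 min with compound, then stimulated with anti-CD3/anti-CD4-coated beads plus anti-CD28 for 18 h at 37 degrees C. IL-2 response read as EGFP and DsRed fluorescence by plate cytometry.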
# Abeta yeast res: compounds reversing amyloid beta toxicity in yeast; yeast expressing A-beta42, growth rescue, OD600, 48 h; response scale: 0% DMSO, 100% iron-clioquinol control; Potency, µM (series often up to 46.1 µM), without a hit: at the top dose growth rescue, usual class: activators; 0.063% of 410,000 active; AID 1347071; note: potency is the fitted concentration of half-maximal effect; nearly all actives have a fitted effect of over 55% in size
#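 Growth rescue measured by 600 nm absorbance after 48 h yeast culture at 30 C with compound. Values normalized between DMSO and an equimolar ferric chloride plus clioquinol control.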
# EPAC1 ag: activates human EPAC1 exchange factor; EPAC1 agonist qHTS, biochemical assay; response scale: 100% = response to 6.5 mM cAMP; O95398; Potency, µM (highest dose often 154 µM), for the others: at the top dose activation, hits mostly activators; AID 720707; 0.073% of 360,000 active; note: potency is the fitted concentration of half-maximal effect; nearly all actives have a fitted effect of over 60% in size
#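 Nucleotide exchange assay: 100 nM EPAC1 with 250 nM Rap1B loaded with BODIPY-GDP and 50 uM GDP, room temperature. Fluorescence (480/540 nm) read every 5 min for 30 min; signal change normalized to 6.5 mM cAMP as full agonist.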
# PLK1 PBD inh: inhibitors of human PLK1 polo-box domain binding | P53350 | Plk1 PBD binding of FITC phosphopeptide, fluorescence polarization | Potency, µM, without a hit: max response, negative = inhibition, actives largely listed as inhibitors | 2.8% of 360,000 active; note: potency is the fitted concentration of half-maximal effect; series mostly up to about 57 µM; % is set by controls: 0 for no effect and ±100 for the full control effect; nearly all actives have a fitted effect of over 65% in size
# PI5P4Ka inh: blocks human PI5P4K alpha kinase activity; P48426; max response, %; PI5P4Kalpha enzyme, ADP-Glo luminescence, 60 min; stronger effect = lower value; 1.2% of 330,000 active; active = max response of -50% or lower; inconclusive = between -30% and -50%; inactive = -30% or higher; note: value at the top dose of about 77 µM; % is set by controls: 0 for no effect and ±100 for the full control effect
#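 Enzyme plus substrate dispensed, test compounds pinned in, then ATP (5 microM final) added. After 60 min at RT, ADP-Glo reagent 1 for 45 min and reagent 2 for 30 min preceded luminescence imaging.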
# Active calls of the source: *; ? = inconclusive; / = not tested or not shown; [ ] = another dose, or the depositor's remark. Unless noted, calls come from the whole dose curve; as a rule, active = well fitted curve in the direction sought with a large enough effect; inconclusive = small, poorly fitted or top-dose-only effect, or another doubt; inactive = no such curve, though single readings can be large; an effect the other way counts as inactive or inconclusive.
SMILES,EPAC1 antagonist,FUS yeast rescue,WRN inhibitor,IL2 activator,Abeta yeast res,EPAC1 ag,PLK1 PBD inh,PI5P4Ka inh
CC(C)CCNC(=O)C(=O)NCC1OCCCN1S(=O)(=O)c1cccs1 (centres undefined),0%,9%,6%,2.4,13%,-6%,4%,-2
OCCN1CCN(c2ncnc3c2ncn3[C@H]2CN(Cc3ccc(F)cc3)C[C@@H](CO)O2)CC1,-1%,-27%,2%,0.9,-12%,-19%,-2%,1
C[N+](C)(C)C(Cc1ccccc1)C(=O)[O-] (centres undefined),8%,-11%,-1%,0.0,-5%,4%,2%,6
Cc1cc(=O)[nH]c(CN2CCC(c3ccccc3)CC2)n1,3%,1%,6%,0.6,-3%,-2%,-12%,-5
O=C(CCCSc1nc2ccccc2s1)NC1=NCCS1,-15%,9%,-1%,-2.4,-8%,17%,-10%,/
Cc1nnc(SCc2nnc(-c3ccccc3)o2)n(N)c1=O,4%,2%,-5%,0.3,7%,-6%,2%,-11
Cn1ccnc1SCC(=O)Nc1cccc(S(=O)(=O)N2CCCCC2)c1,2%,17%,9%,-0.6,-6%,5%,-6%,9
COc1ccc(Br)cc1-c1nc(C)c(C(C)=O)n1O,3%,-5%,0%,-0.1,4%,10%,-4%,-6
CCc1ccc(-c2nc(CN3CCC(C(=O)NCc4ccco4)CC3)c(C)o2)cc1,-7%,15%,-4%,-0.2,-1%,0%,-5%,/
CC(Cc1ccccc1)NC(=O)c1ccc([N+](=O)[O-])cc1 (centres undefined),-11%,-9%,1%,0.9,28%,3%,-2%,-4
CC[C@]12C(=O)N(C)C[C@H]([C@@H]3C(=O)N(C)C(=O)[C@@H]31)N2C(=O)c1ccccc1,4%,-13%,4%,-1.0,-12%,10%,-13%,-1
COCC(C)n1c(C)cc(C(=O)COC(=O)c2cnc(Cl)c(Cl)c2)c1C (centres undefined),-9%,29%,-4%,0.4,-21%,3%,-10%,-3
C/C(=N/NC(=O)c1ccccn1)c1ccncc1,0%,17%,-2%,-2.4,9%,10%,-9%,-8
Cc1ccc(S(=O)(=O)N(C)C)cc1NC(=S)N(CCC#N)Cc1cccnc1,-8%,5%,-13%,-0.2,-3%,-1%,-13%,2
O=C(COc1ccc2ccccc2c1)N/N=C/c1ccccn1,-20%,8%,9%,0.5,?,-4%,19µM*,-8
CC(=O)Nc1ccc(NC(=O)CNC(=O)c2sc3ccccc3c2Cl)cc1,-4%,4%,-11%,1.4,-10%,4%,2%,-3
COc1cccc2c(Nc3ccccc3C)cc(C)nc12,-5%,23%,-11%,0.4,11%,3%,2%,1
O=C(N/N=C/c1ccccc1[N+](=O)[O-])C(=O)N1CCCC1,-4%,9%,7%,-0.6,-12%,-4%,-3%,4
Cc1cccc(C)c1NC(=O)NC1(C(=O)N2CCCC2)CCCCC1,8%,-2%,0%,-0.4,-7%,10%,-4%,2
CC(C)C(C(=O)O)N1CCS(=O)(=O)CC1 (centres undefined),-4%,-9%,4%,-0.1,2%,4%,-17%,0
O=C(COc1ccc(S(=O)(=O)NC2CCCC2)cc1)N1CCCCC1,2%,/,-1%,-2.9,-5%,5%,-2%,-1
COC(=O)c1cc(-c2c[nH]c3ccccc23)n[nH]1,-14%,-8%,-8%,-0.6,11%,-5%,-1%,-18
NC(=O)C1CCN(c2nc(-c3ccccc3F)cs2)CC1,-2%,2%,/,-2.5,16%,9%,/,/
O=C(O)CC12CC3CC(C1)CC(n1ncc(NCc4ccc(F)cc4)c(Cl)c1=O)(C3)C2,12%,15%,-10%,0.5,-1%,2%,0%,-3
N#C/C(=N\Nc1c(Cl)cccc1Cl)C(=O)NN,-12%,?,-23%,-1.4,3%,-4%,-14%,-14
Cc1ccc(NC(=O)Nc2cnccn2)cc1,9%,-6%,-3%,1.8,0%,2%,8%,-3
O=C1SC(c2ccccc2)=C/C1=C\N1CCCCC1,4%,18%,-5%,0.5,-71%[inhibitor],0%,-16%,/
COC(=O)c1cccc(N2CCCC2=O)c1,-4%,-24%,3%,2.1,1%,5%,-10%,0
CC(C)N=C(Nc1ccccc1)c1cccnc1,0%,4%,-17%,-3.5,4%,0%,-6%,-3
COc1ccc(C(=O)Oc2ccc(=O)n(-c3ccccc3)n2)cc1,8%,0%,15%,1.5,-18%,-1%,-16%,/
C[C@@H]1C[C@H]2[C@@H]3C[C@H](F)C4=CC(=O)C=C[C@]4(C)[C@@]3(Cl)[C@@H](O)C[C@]2(C)[C@H]1C(=O)COC(=O)C(C)(C)C,4%,-29%,3%,-0.8,-15%,-6%,-3%,3
CC(C)(C)OC(=O)NCCCCCNC(=O)c1[nH]cnc1C(=O)Nc1ccccc1,-19%,?,0%,-0.9,5%,-11%,5%,9
CC(O/N=C(\N)c1ccccc1)C(=O)Nc1cccc(C(F)(F)F)c1 (centres undefined),-13%,1%,-2%,7.7,21%,-1%,0%,2
CC(C)Oc1ccc(OCCn2c(S(=O)(=O)O)nc3c(N)ncnc32)cc1,-6%,-22%,6%,0.4,2%,11%,-8%,?
CC(C)(C)n1ncc2c(=O)n(CC(=O)N3CCCCC3)cnc21,-10%,6%,-32%,-2.9,-8%,6%,-6%,-5
CCN(CC)S(=O)(=O)c1ccc(N2CCOCC2)c(NC(=O)c2cccc3ccccc23)c1,-22%,?,-9%,-6.9,-1%,6%,-25%,-1
Cc1ccnc(NC(=O)C(C)N2C(=O)c3ccccc3S2(=O)=O)c1 (centres undefined),-5%,13%,-14%,1.3,-13%,-8%,-9%,-2
Cc1cc2cc(CN(CCCO)S(=O)(=O)c3cccc4nsnc34)c(=O)[nH]c2cc1C,-3%,18%,7%,0.8,-7%,16%,-15%,/
CCCC[n+]1ccn(C2=C([O-])c3ccccc3C(=O)/C2=N\S(=O)(=O)c2ccccc2)c1,?,4%,-5%,1.5,-5%,11%,-2%,3
C=CCNC(=S)/C(=C(\[O-])c1ccc(Cl)cc1)[n+]1ccccc1,-14%,28%,-5%,-0.3,6%,6%,-22%,-23
COc1cccc(C(C(=O)NCc2ccco2)N(C(=O)Cn2nnc3ccccc32)C2CC2)c1OC (centres undefined),18%,-13%,-1%[57.1 µM],0.2,11%,-4%,-13%,-8
S=C(NCc1ccco1)N1CCN(c2nc(-c3ccccc3)cs2)CC1,-17%,2%,-9%,-3.3,10%,11%,-20%,-3
Cc1ccc(-c2nc(CS(=O)CC(=O)NCCCc3ccccc3)c(C)o2)cc1 (centres undefined),-20%,16%,8%,-2.2,14%,-9%,-25%,2
N#Cc1c(NC(=O)COC(=O)c2ccc(O)cc2O)sc2c1CCC2,13%,?,-12%[11.6 µM],0.3,-2%,7%,?,?
COc1ccc(Cl)cc1NC(=O)CN(C)C(=O)CCNC(=O)c1ccccc1OC,-6%,12%,17%,1.7,-21%,-6%,-4%,0
CC(C)(C)S(=O)(=O)/C(C#N)=C/c1cccn1S(=O)(=O)c1ccccc1,-20%,32%,-13%,-0.5,9%,7%,1%,3
O=C(Nc1ccc(F)c(F)c1)C1CCCCC1,-5%,-22%,1%,0.5,8%,-21%,0%,2
CN(CCc1ccccc1)C(=O)c1ccc(NC(=O)Cc2ccc(NC(=O)C3CCCN(C(=O)c4ccccc4)C3)cc2)cc1 (centres undefined),-7%,?,1%,0.0,-2%,-9%,6%,-6
C=CCn1c(=NC(=O)CC)n(C)c2ccccc21,-17%,-18%,0%,0.5,4%,-1%,1%,-3
COc1ccc(-c2cn[nH]c2C)cc1OC,19%,6%,-2%,-0.2,3%,8%,-13%,7
CC(C)(C)c1ccc(OCc2nnc(SCC(N)=O)n2N)cc1,20%,-7%,1%,1.5,0%,7%,-4%,-3
Cn1c(=O)c2cc(NC(=O)NCc3ccccc3)ccc2n1Cc1ccc(Cl)cc1,-8%,-4%,-12%,-0.2,-13%,1%,-5%,-2
COc1cccc2sc3cc(NCc4ccc(C)o4)ccc3c(=O)c12,-8%,42%,-13%,0.5,3%,15%,-9%,-12
CCC(=O)NCC(=O)OCC(=O)c1ccccc1,-7%,-1%,7%,0.3,-4%,-1%,3µM*,-26
O=C(C1CCN(S(=O)(=O)c2ccccc2)CC1)N1CCN(Cc2ccc3c(c2)OCO3)CC1,3%,/,-32%,-1.6,-1%,9%,-5%,5
CCN(CC)S(=O)(=O)c1ccc(N2CCc3cc(OC)c(OC)cc3C2)nc1,15%,27%,11%,-0.1,6%,1%,-13%,2
CCOC(=O)c1[nH]c(C)c(C(=O)N2CCOCC2)c1C,-12%,-26%,-5%,4.0,-2%,3%,-6%,-6
CCOC(=O)c1ccc(NS(=O)(=O)c2ccc3oc(=O)[nH]c3c2)cc1,6%,19%,1%,0.6,-6%,30%,-3%,-1
Cc1cc(C(=O)Nc2cccnc2)on1,-14%,-25%,-3%,?,20%,5%,-5%,1
CSCc1cc(C(=O)NCCN2CCOCC2)c(N)s1,-5%,-12%,-4%,0.5,-6%,0%,-3%,-21
# Carrying on.
SMILES,EPAC1 antagonist,FUS yeast rescue,WRN inhibitor,IL2 activator,Abeta yeast res,EPAC1 ag,PLK1 PBD inh,PI5P4Ka inh
COc1cc2c(cc1OC)C(c1c(-c3c(Cl)cccc3Cl)noc1C)=NCC2,-5%,-2%,0%,-3.1,11%,-9%,-3%,-1
Cc1cccc(C)c1NC(=O)C(c1ccncc1)N1CCN(CCN(C)C)CC1 (centres undefined),-24%,-9%,-4%,-0.7,-10%,9%,-5%,-2
COc1ccccc1-c1cc(C(=O)N/N=C/c2ccoc2)c2ccccc2n1,-19%,?,-15%,8.8,-11%,-6%,-2%,-8
O=C(NCC(c1cccs1)N1CCOCC1)c1cccc(S(=O)(=O)Nc2ccc(F)cc2)c1 (centres undefined),-4%,-11%,-4%,0.9,0%,4%,5%,-3

# 4 records drawn at random from those above, as already listed:
SMILES,EPAC1 antagonist,FUS yeast rescue,WRN inhibitor,IL2 activator,Abeta yeast res,EPAC1 ag,PLK1 PBD inh,PI5P4Ka inh
COc1cc2c(cc1OC)C(c1c(-c3c(Cl)cccc3Cl)noc1C)=NCC2,-5%,-2%,0%,-3.1,11%,-9%,-3%,-1
S=C(NCc1ccco1)N1CCN(c2nc(-c3ccccc3)cs2)CC1,-17%,2%,-9%,-3.3,10%,11%,-20%,-3
CC(O/N=C(\N)c1ccccc1)C(=O)Nc1cccc(C(F)(F)F)c1 (centres undefined),-13%,1%,-2%,7.7,21%,-1%,0%,2
CCOC(=O)c1[nH]c(C)c(C(=O)N2CCOCC2)c1C,-12%,-26%,-5%,4.0,-2%,3%,-6%,-6

# Compounds as they come; about 4.1% have a hit in one of these screens.
